Source: PubChem BioAssay (National Center for Advancing Translational Sciences (NCATS))
a7 integrin act = qHTS for Activators of Integrin-Mediated Alleviation for Muscular Dystrophy. alpha7betagal myoblasts, beta-gal FDG fluorescence, 48 h. Potency, µM (titrated, usually from 38.3 µM), for the others: at the top dose activation, usual class: activators. actives 0.064% (n = 350,000). AID 624291, 2012;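 also: potency is read from the fitted curve at half-maximal effect; 100% = response of the positive control SU9516; nearly all actives have a fitted effect of over 60% in size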
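alpha7betagal+/- myoblasts (passage 13, 250/well) treated 48 h at 37C with compounds at 1:260 dilution of DMSO stock. Lysed, then beta-galactosidase activity read as FDG fluorescence (ex 480/em 540) after 30 min, with pre-read for autofluorescence.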
B2AR arrestin = qHTS assay of beta-arrestin-biased ligands of beta2-adrenergic receptor | actives 0.02% (n = 330,000) | beta-arrestin recruitment to beta2AR, cell-based reporter | Potency, µM (highest dose often 46.1 µM), without a hit: at the top dose activation, most hits filed as activators;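 also: potency is read from the fitted curve at half-maximal effect; 0% = DMSO controls and full agonism = EC100 isoproterenol or metaproterenol; nearly all actives have a fitted effect of over 65% in size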
PKM2 act = qHTS Assay for Activators of Human Muscle isoform 2 Pyruvate Kinase; purified PKM2, Kinase-Glo ATP luminescence, activation; response scale: 0% is enzyme alone, no compound; Potency, µM (series often up to 57.5 µM), inactives show at the top dose activation, actives largely listed as activators; actives 0.34% (n = 260,000); AID 1631, 2009; also: potency is read from the fitted curve at half-maximal effect; % is scaled to controls: 0 for no effect and ±100 for the full control effect; nearly all actives have a fitted effect of over 55% in size
Target sequence (P14618 whole entry, looked up, canonical isoform): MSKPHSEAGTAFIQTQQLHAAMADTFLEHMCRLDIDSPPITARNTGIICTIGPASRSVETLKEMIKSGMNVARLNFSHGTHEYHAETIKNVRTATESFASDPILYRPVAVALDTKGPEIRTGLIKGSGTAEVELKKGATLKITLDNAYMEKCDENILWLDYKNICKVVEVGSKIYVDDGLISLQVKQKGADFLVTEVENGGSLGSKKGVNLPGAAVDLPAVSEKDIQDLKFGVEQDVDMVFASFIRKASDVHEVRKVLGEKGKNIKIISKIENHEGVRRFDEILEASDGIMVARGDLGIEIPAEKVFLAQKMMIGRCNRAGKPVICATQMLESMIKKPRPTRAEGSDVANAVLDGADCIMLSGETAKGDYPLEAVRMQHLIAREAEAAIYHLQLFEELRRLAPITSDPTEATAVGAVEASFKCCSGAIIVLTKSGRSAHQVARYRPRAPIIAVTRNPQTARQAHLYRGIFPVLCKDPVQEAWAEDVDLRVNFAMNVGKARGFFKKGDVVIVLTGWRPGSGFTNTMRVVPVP
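ATP formation by purified human PK-M2, quantified via coupled luciferase luminescence after 1 h at room temperature with 0.1 mM ADP and 0.5 mM PEP final.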
BCR signal inh = qHTS Assay to Find Inhibitors of Chronic Active B-Cell Receptor Signaling; ABC-DLBCL IkBa-CBG/CBR reporter, luminescence ratio, 4 h; actives 0.05% (n = 340,000); Potency, µM (titrated, usually from 46.1 µM), for the others: top-dose ratio change, negative = lower green/red ratio, most hits filed as inhibitors; AID 493014, 2011; active = well fitted inhibition curve with a large enough effect in the signal ratio, with a control signal flat, not every such curve was filed as active; inconclusive = small, poorly fitted or top-dose-only effect, or effect the other way, or a change in a side signal; the % refers to the signal ratio;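 also: potency is read from the fitted curve at half-maximal effect; plate controls were basal doxycycline-induced cells for no effect and cells given 10 µM MG132 for full effect; MG132 reads +100%, hits lower the ratio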
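Compounds up to 46 uM were incubated four hours with TMD8 cells whose green CBG68 luciferase is fused to IkappaBalpha; red CBR luminescence normalised the signal, and concentration-effect curves were fitted to fusion, red and ratio data.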
Menin-MLL TR inh = qHTS Assay for Inhibitors Targeting the Menin-MLL Interaction in MLL Related Leukemias: Competition With Texas Red Labeled MLL-derived Mutant Peptide. Menin + Texas Red MLL mutant peptide, fluorescence polarization. O00255. AID 1768, 2009. Potency, µM (highest dose often 61.6 µM), without a hit: at the top dose FP activity change, negative = inhibition, usual class: inhibitors. actives 0.23% (n = 270,000); active = well fitted inhibition curve with a large enough effect in the polarisation, with a control signal flat, not every such curve was filed as active; inconclusive = small, poorly fitted or top-dose-only effect, or effect the other way, or a change in a side signal; inactive = no such curve, though single readings can be large or run the other way; the % refers to the polarisation; also: potency is read from the fitted curve at half-maximal effect; % of control where 0% means no effect; many of its hits are not listed in these tables
GALK inh = qHTS Assay for Inhibitors of Human Galactokinase (GALK). actives 0.007% (n = 270,000). Purified GALK, Kinase-Glo residual ATP luminescence. P51570. Potency, µM (series often up to 57.5 µM), without a hit: at the highest dose activity change, negative = inhibition, most hits filed as inhibitors; also: potency is read from the fitted curve at half-maximal effect; % is scaled to controls: 0 for no effect and ±100 for the full control effect
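Luminescence from leftover ATP (Ultra-Glo luciferase/luciferin) served as read-out after a 1 h room-temperature reaction of 5 nM GALK with 35 uM ATP and 100 uM galactose.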
PTAP TSG101 blk = qHTS Assay for Iinhibitors of HIV-1 Budding by Blocking the Interaction of PTAP/TSG101; Tumor susceptibility gene 101 protein (Homo sapiens), Q99816; Fluorescence polarization, FITC-PTAP peptide / Tsg101 binding; Potency, µM (titrated, usually from 115 µM), for inactives: top-dose activity change, negative = inhibition, actives largely listed as inhibitors; 340,000 tested, under 10 active; AID 493005, 2010; active = well fitted inhibition curve with a large enough effect in the main read-out, with a control signal flat, not every such curve was filed as active; inconclusive = small, poorly fitted or top-dose-only effect, or effect the other way, or a change in a side signal; inactive = no such curve, though single readings can be large or run the other way; also: potency is read from the fitted curve at half-maximal effect; % of control where 0% means no effect
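Tsg101 binding domain (10 uM final) was mixed with compound and a FITC-labeled PTAP peptide (50 nM final) in HEPES pH 7.5 buffer with NaCl, Tween 20, EDTA and TCEP; fluorescence polarization was read after 20 min at r.t.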
Giardia killer = Small Molecules that selectively kill Giardia lamblia: qHTS; Giardia lamblia trophozoite viability; activity change, % at 7.66 µM, hits read low; actives 0.15% (n = 340,000); AID 540267, 2011; in the data active = activity change below about -80%; inconclusive = between about -30% and that limit;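 also: parasites exposed to compound for two days anaerobically before the ATP read; % is scaled to controls: 0 for no effect and ±100 for the full control effect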
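Each well holds 100 Giardia trophozoites and compound. After two days (48 hrs) at 37 deg C in anaerobic conditions, ATP is quantified by luminescence.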
Tb PFK block = qHTS Assay to Find Inhibitors of T. brucei phosphofructokinase; AID 485367, 2010; actives 0.17% (n = 330,000); ATP-dependent 6-phosphofructokinase (Trypanosoma brucei brucei), O15648; Potency, µM (top dose mostly 57.5 µM), without a hit: top-dose activity, negative = inhibition, actives largely listed as inhibitors; T. brucei PFK, ADP-Glo luminescence;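 also: potency is read from the fitted curve at half-maximal effect; 0% = uninhibited 1x PFK enzyme wells and -100% = no-enzyme wells; nearly all actives have a fitted effect of over 60% in size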
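In TEA buffer at pH 8.0 with 5 mM MgCl2, enzyme (1.25 nM) converted F6P (0.5 mM) and ATP (0.1 mM) for 45 min at room temperature. ADP product was read by luciferase luminescence.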
Coupling enz = qHTS Assay for Inhibitors of Fructose-1,6-bisphosphate Aldolase from Giardia Lamblia: Coupling assay counterscreen | coupling enzyme system counterscreen, AmpLite Red fluorescence | activity change, negative = inhibition, % at 58.2 µM, hits read low | actives 0.67% (n = 290,000); in the data active = activity change below about -30%; also: % is scaled to controls: 0 for no effect and ±100 for the full control effect
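Counterscreen lacking aldolase: glyceraldehyde-3-phosphate coupling-enzyme reagent preincubated 10 min at RT with compound (at 57.5 uM final), then substrate/coupling system with AmpLite Red added; fluorescence read at 525/598 nm after 20 min RT.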
S-ASM inh = Inhibitors of Secretory Acid Sphingomyelinase (S-ASM): qHTS | Sphingomyelin phosphodiesterase (Homo sapiens), P17405 | placental ASM, HMU-PC fluorogenic substrate, 60 min | Potency, µM (top dose mostly 57.5 µM), without a hit: at the highest dose activity change, negative = inhibition, most hits filed as inhibitors | actives 0.006% (n = 340,000) | AID 504937, 2011; also: potency is read from the fitted curve at half-maximal effect
Target sequence (P17405 47-631 limits assumed): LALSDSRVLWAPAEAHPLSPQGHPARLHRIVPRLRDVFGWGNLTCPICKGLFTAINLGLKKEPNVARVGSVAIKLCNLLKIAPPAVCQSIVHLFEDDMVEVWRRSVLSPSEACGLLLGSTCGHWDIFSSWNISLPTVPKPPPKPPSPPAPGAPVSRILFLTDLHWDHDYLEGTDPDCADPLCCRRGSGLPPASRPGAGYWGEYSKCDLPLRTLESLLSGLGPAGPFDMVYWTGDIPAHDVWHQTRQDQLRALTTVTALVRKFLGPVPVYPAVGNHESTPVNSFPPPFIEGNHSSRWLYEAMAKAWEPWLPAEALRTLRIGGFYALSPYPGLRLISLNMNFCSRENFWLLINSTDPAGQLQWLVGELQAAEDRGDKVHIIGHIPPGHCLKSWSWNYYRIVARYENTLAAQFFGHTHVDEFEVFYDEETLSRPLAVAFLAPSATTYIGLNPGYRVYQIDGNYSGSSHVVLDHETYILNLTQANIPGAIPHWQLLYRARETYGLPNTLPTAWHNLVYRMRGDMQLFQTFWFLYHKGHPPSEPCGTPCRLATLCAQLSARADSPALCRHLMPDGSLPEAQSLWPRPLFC
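Human placenta-derived ASM preincubated with compound 10 min at room temperature, then reacted with 9 uM (final) fluorogenic HMU-PC substrate for 60 min at 37 C. Stop solution raises pH to 10; fluorescence read at Ex 386/Em 447 nm.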
Numbers without * were called inactive; ? = inconclusive; nt = no result given; [ ] = another dose, or the depositor's remark. Unless noted, calls follow the shape of the dose curve; as a rule, active = well fitted curve in the direction sought with a large enough effect; inconclusive = small, poorly fitted or top-dose-only effect, or another doubt; inactive = no such curve, though single readings can be large; an effect the other way counts as inactive or inconclusive. This is a subset; the hit share may differ from the screen's.

Compound	PKM2 act	Tb PFK block	PTAP TSG101 blk	GALK inh	a7 integrin act	Menin-MLL TR inh	B2AR arrestin	Giardia killer	BCR signal inh	Coupling enz	S-ASM inh
COC(=O)c1nnn(-c2nonc2N)c1COc1ccc(C=O)cc1OC	5%	-7%	0%	0%	1%	-17%	0.2%	4	?	1	3%
COC(=O)c1ccccc1OCC(=O)N1CCN(c2ccc(OC)cc2)CC1	0%	6%	-4%	-3%	0%	5%	0.4%	0	?	3	-1%
Cc1nc2c3ccccc3nc(NNC(=O)CCC(=O)NCCC(C)C)n2n1	-19%	-3%	-3%	0%	-14%	-2%	0.0%	-21	5%	1	0%
CN1CCN(NC(=O)c2cn(-c3ccccc3)nc2-c2cccs2)CC1	-3%	-4%	-4%	4%	?	-24%	-0.1%	20	0%	2	0%
CC(NC(=O)Nc1ccccc1C(F)(F)F)C1CCCO1 (stereo not given)	-2%	9%	nt	0%	0%	4%	-1.4%	-9	3%	1	4%
CC(C)(C)c1ccc(NC(=O)COC(=O)CCc2nc3ccccc3c(=O)[nH]2)cc1	5%	-2%	-3%	1%	6%	-3%	-0.2%	23	0%	-1	nt
COc1cc(C(=O)NCc2nnc(SCC(=O)N3CCCCC3)o2)cc(OC)c1OC	0%	4%	-1%	-2%	11%	nt	-0.1%	-9	2%	1	0%
Cc1ccccc1Cn1ccc(-c2ccc(Cl)cc2)c(C#N)c1=O	1%	-6%	-1%	-5%	30%	?	-0.2%	1	1%	1	84%[activator]
Cc1nn(CC2CC2)c(=O)n1-c1ccccc1F	3%	1%	-15%	1%	19%	-1%	0.2%	46[activator]	-2%	0	3%
O=C(NCc1cccnc1)c1cccnc1Sc1ccc(Cl)cc1	-3%	-2%	-7%	0%	-15%[7.66 µM]	-6%	0.1%	-7	-2%	4	3%
CCOc1ccc2[nH]c(=O)c(CN(Cc3ccc(C)cc3)C(=O)N3CCCC3)cc2c1	-2%	3%	-3%	8%	11%	-10%	-0.5%	-7	-4%	1	12%
CCCCCCSc1ccc([C@H]2N[C@@](CC(C)C)(C(=O)OC)[C@H]3C(=O)N(C)C(=O)[C@@H]23)cc1	nt	0%	-2%	nt	5%	nt	0.2%	11	?	nt	-9%
COCCn1c(=O)[nH]c2cc(C(=O)N3CCN(c4ccccc4F)CC3)ccc2c1=O	3%	-1%	-4%	17%	-3%	-18%	0.0%	11	?	7	29%
Cc1ccnc(NC(=O)c2cccc([N+](=O)[O-])c2C)c1	2%	-4%	1%	1%	0%	1%	0.3%	5	-1%	-1	-1%
Cc1ccc(Oc2ccc(C=O)cn2)cc1	10%	-1%	0%	1%	6%	11%	-0.4%	-11	4%	3	-1%
CCOC(=O)c1nn(-c2ccc(Cl)cc2)c(=O)c(C#N)c1C	8%	0%	0%	3%	15%	0%	0.3%	-23	5%	1	3%
CCOC(=O)c1sc(-c2ccc(C(F)(F)F)cc2)nc1O	-1%	0%	-6%	-1%	-2%	nt	-0.7%	-26	?	12	6%
COCCCNC(=O)CCc1ccc(S(=O)(=O)Nc2ccc(C)cc2)cc1	-3%	-4%	-6%	0%	18%	2%	-0.2%	-8	17%	5	-2%
CCOC(=O)C1=C(N2CCCCC2)c2cc3c(n2C1=O)CCCC3	0%	-1%	-3%	-1%	-3%	?	-0.7%	-28	20%	-1	-4%
CC(C)(C)C1CCc2c(sc(NC(=O)c3ccncc3)c2C(N)=O)C1 (stereo not given)	-6%	1%	0%	1%	-9%	5%	-1.8%	21	4%	1	-2%
CC1(C)Cc2c(sc(NC(=O)c3ccco3)c2C#N)C(C)(C)N1	6%	1%	-1%	-4%	13%	-11%	-0.1%	-28	12%	3	-1%
CC1=C(C#N)C(c2cn(-c3ccccc3)nc2-c2cccs2)C(C#N)=C(C)N1	0%	4%	0%	2%	22%	?	-0.2%	2	?	-4	-11%
COCCn1c(=O)[nH]c2cc(C(=O)Nc3cc(C)cc(C)c3)ccc2c1=O	2%	-3%	-3%	-1%	5%	20%	-0.3%	1	3%	0	22%
CCOc1ccc(CCNC(=O)c2oc3c(c2C)-c2[nH]ncc2CC3)cc1OCC	0%	3%	-5%	-1%	-13%	-2%	-0.8%	-16	-12%	-24	7%
CCOC(=O)C1CCN(Cc2c(F)cccc2Cl)CC1	-4%	-2%	-2%	0%	3%	-20%	-0.5%	-13	0%	1	5%
O=C(O)c1c(Cl)cccc1Cl	nt	4%	2%	nt	nt	nt	0.1%	5	-8%	nt	24%
COc1ccc(OC)c(C(Nc2ccccc2)P(=O)(OC(C)C)OC(C)C)c1 (stereo not given)	1%	-3%	-5%	4%	-20%	nt	0.1%	5	-9%	-1	38%
COc1cc(C(=O)NCc2nnc(SCC(=O)NCCc3ccccc3)o2)cc(OC)c1OC	nt	-7%	-7%	4%	0%	nt	-0.2%	-20	0%	nt	7%
COc1ccc(NC(=O)CCNC(=O)c2ccc([N+](=O)[O-])cc2)cc1S(=O)(=O)N1CCOCC1	nt	-4%	1%	nt	-13%	nt	-0.1%	-5	1%	nt	0%
O=C(O)CCCn1cc(NC(=O)COc2cccc(Cl)c2)cn1	8%	-11%	nt	-3%	19%	3%	4.1%	42[activator]	2%	2	5%
COc1ccc(NC(=O)/C(C#N)=C\c2ccc(OCc3ccc(C(=O)O)cc3)c(OC)c2)cc1	-2%	2%	-2%	-6%	-15%	47%[activator]	0.0%	-14	?	8	0%
COc1ccc(C(CNC(=O)c2ccc(S(=O)(=O)N(C)C)cc2)N(C)C)cc1 (stereo not given)	-2%	-4%	-2%	7%	8%	-4%	0.1%	-2	-1%	2	2%
CC(C)COC(=O)NC1c2ccccc2Oc2ccccc21	-2%	0%	-5%	4%	6%	nt	0.0%	6	-14%	3	-1%
O=C(CSCc1cc(=O)n2ccsc2n1)Nc1ccccc1	nt	-2%	-2%	-1%	-4%	nt	0.2%	0	-8%	nt	4%
CCOc1ccc(-n2c(-c3ccco3)n[nH]c2=S)cc1	0%	-24%	-4%	-2%	1%	15%	-0.4%	12	?	4	3%
Cc1ccc(S(=O)(=O)CCC(=O)Nc2ccccc2C)cc1	nt	4%	0%	1%	-28%	7%	0.4%	7	?	0	5%
O=C(NCc1ccc2c(c1)OCO2)C1CCCN(S(=O)(=O)c2cccc3cccnc23)C1 (stereo not given)	3%	1%	0%	0%	14%	4%	-0.2%	11	-3%	0	-8%
FCCCOc1ccc(/C=N/OCc2ccc(Cl)cc2)cc1	1%	1%	-8%	-3%	-3%	38%[activator]	0.0%	6	19%	-2	1%
Cc1c(C(=O)Nc2ccc(Nc3ccccc3)cc2)cccc1[N+](=O)[O-]	0%	-1%	0%	-5%	-3%	?	-0.9%	8	-8%	2	-3%
COCCNCC(=O)NCC12CC3CC(CC(C3)C1)C2	6%	-3%	-1%	-1%	-13%	-1%	-0.2%	10	?	1	-3%
O=C(CN1C(=O)NC(Cc2c[nH]c3ccccc23)C1=O)Nc1cccc(S(=O)(=O)N2CCCCCC2)c1 (stereo not given)	4%	5%	0%	3%	-20%	?	-1.1%	-14	?	-9	-10%
COc1ccc(C(CNS(=O)(=O)c2ccccc2)N2CCN(C)CC2)cc1 (stereo not given)	nt	0%	2%	nt	10%	nt	0.5%	-9	0%	nt	2%
CCOc1ccccc1NC(=O)CCc1nnc2ccc(N3CCC(C)CC3)nn12	1%	0%	0%	nt	-2%	-1%	-0.7%	14	?	-4	-2%
OC(COc1ccc(OCC(O)CN2CCCCCC2)cc1)CN1CCCCCC1 (stereo not given)	-3%	-10%	-1%	-2%	-61%[inhibitor]	2%	-0.2%	-11	3%	0	0%
COc1ccc(CC(=O)Nc2cccnc2)cc1	-8%[11.5 µM]	4%	2%	7%	3%	-1%	-1.0%	13	1%	4	3%
CCOC(=O)/C=c1\s/c(=C\c2ccccc2C)c(=O)n1CC(=O)NCc1ccc2c(c1)OCO2	5%	3%	5%	0%	-37%	-11%	-0.8%	-10	?	6	45%
